# Source: PubChem
# Growth percent in the NCI-60 one-dose screen (48 h, 10 µM unless noted): 100 = growth as untreated, 0 = no growth, -100 = all killed.
# NCI-H322M: NCI-H322M lung cancer | 2.7% of 80,000 active | AID 1794733
# NCI-H226: NCI-H226 lung cancer. AID 1794732. 3.5% of 79,000 active
# HCT-116: HCT-116 colon cancer | 7.3% of 82,000 active
# NCI/ADR-RES: NCI/ADR-RES ovarian cells; 4.4% of 81,000 active; AID 1794790
# HCT-15: HCT-15 colon cancer | 5.2% of 82,000 active
# NCI-H23: NCI-H23 lung cancer. 4% of 80,000 active. AID 1794731
# NCI-H522: NCI-H522 lung cancer; 8% of 78,000 active; AID 1794739
# NCI-H460: NCI-H460 lung cancer | 6.8% of 82,000 active | AID 1794736
# COLO 205: COLO 205 colon cancer | 7.3% of 79,000 active
# * marks the source's active call; other numbers are inactive results; . = not tested or not shown; & = joins results of further samples. How the source made its calls: active means growth percent below 10; inactive means the rest. This is a random part of the collection, and some 12% of all compounds hit somewhere here.
1	Cc1cc(C(C)(C)C)cc(C)c1[N+](=O)[O-]
2	CC(C)(C)c1ccc2oc(=O)cc(Cn3cc(CSc4nc5cc(Cl)ccc5o4)nn3)c2c1
3	O=C1c2sccc2-c2cccc3cccc1c23
4	COC(=O)C1=CC=C[C@H]2[C@@]3(CC[C@@H](C)[C@@]2(CCc2ccoc2)C(=O)O3)C1
5	CN1CCCC(NC(c2ccccc2)c2ccc(Cl)cc2)C1 (stereo unspecified)
6	N#Cc1ncc(-c2ccc(C(F)(F)F)nc2)c(NC2CCCCCC2)n1
7	COc1cc2c(/C=C3\C(=O)Nc4ccc(Br)cc43)c(Cl)n(C)c2cc1C
8	C=CC[N+](C)(C)CC=C
Assay by compound,1,2,3,4,5,6,7,8
NCI-H322M,100,114,93,85,88,109,17,109
NCI-H226,104,103,91,116,110,87,45,109
HCT-116,101,94,91,71,103,94,5.1*,97
NCI/ADR-RES,106,96,92,105,99,99,-18*,110
HCT-15,105,103,88,95,103,84,6.8*,104
NCI-H23,100,95,95,99,101,90,21,97
NCI-H522,107,94,76,64,96,82,-3.9*,97
NCI-H460,102,110,95,107,101,104,8.9*,121
COLO 205,113,108,98,109,96,102,6.0*,110

9	CC(=O)c1ccc(NC(=O)CS(=O)(=O)c2ccc(C)cc2)cc1
10	O=C1C(Nc2ccccn2)=C(I)C(=O)c2ncccc21
11	c1ccc(-c2ccc3c(c2)NCCN3)cc1
12	COC(=O)C(c1ccccc1)C(O)c1ccccc1 (stereo unspecified)
13	Cc1ccc(NC(=O)Cn2nncc2CN2C(=O)CSC2=O)cc1
14	CS(=O)(=O)c1ccc(-c2cc(-c3nnc(SC/C(=N/O)c4ccccc4)n3-c3ccccc3)c3ccccc3n2)cc1
15	O=c1[nH]c(-c2ccccc2)c(-c2ccccc2)[nH]1
16	Cc1ccc(N2CCN(CC(O)COc3ccccc3)CC2)cc1 (stereo unspecified)
Assay by compound,9,10,11,12,13,14,15,16
NCI-H322M,110,-31*,101,96,104,105,112,116
NCI-H226,91,33,110,95,105,105,102,109
HCT-116,100,-62*,89,93,103,106,102,107
NCI/ADR-RES,100,-7.8*,102,105,102,101,110,103
HCT-15,101,-60*,104,100,104,99,102,120
NCI-H23,104,-35*,94,97,99,109,95,100
NCI-H522,87,-63*,53,84,88,93,93,107
NCI-H460,108,-61*,106,106,100,101,110,115
COLO 205,108,49,134,108,105,118,112,94

# Some of the entries above, reformatted.
no.	Structure	NCI-H322M	NCI-H226	HCT-116	NCI/ADR-RES	HCT-15	NCI-H23	NCI-H522	NCI-H460	COLO 205
11	c1ccc(-c2ccc3c(c2)NCCN3)cc1	101	110	89	102	104	94	53	106	134
12	COC(=O)C(c1ccccc1)C(O)c1ccccc1 (stereo unspecified)	96	95	93	105	100	97	84	106	108
15	O=c1[nH]c(-c2ccccc2)c(-c2ccccc2)[nH]1	112	102	102	110	102	95	93	110	112
13	Cc1ccc(NC(=O)Cn2nncc2CN2C(=O)CSC2=O)cc1	104	105	103	102	104	99	88	100	105
9	CC(=O)c1ccc(NC(=O)CS(=O)(=O)c2ccc(C)cc2)cc1	110	91	100	100	101	104	87	108	108

# The listing continues.
17	CCc1ccc(-c2nc(SCC(=O)NC3CCCCC3)n[nH]2)cc1
18	O=C(c1ccccc1)C(O)c1ccccc1 (stereo unspecified)
19	CCc1c([N+](=O)[O-])cc2c(c1[N+](=O)[O-])C(C)(CC)CCC2(C)CC (stereo unspecified)
20	CCOc1ccc(N2C(=O)/C(=C3\SC(=S)N(c4ccc(OCC)cc4)C3=O)SC2=S)cc1
21	O=C1c2ccccc2C(=O)c2c(S)cccc21
22	CCC(=O)Nc1ccccc1Cl
23	COc1ccc(C2C(C#N)=C(N)Oc3n[nH]c(-c4cccs4)c32)cc1C(F)(F)F (stereo unspecified)
24	O=[N+]([O-])c1ccc(SN2CCCCC2)c([N+](=O)[O-])c1
Assay by compound,17,18,19,20,21,22,23,24
NCI-H322M,78,118,126,100,.,109,98,112
NCI-H226,68,102,106,98,108,104,97,96
HCT-116,74,104,76,110,102,89,95,100
NCI/ADR-RES,75,102,94,101,102,108,104,101
HCT-15,89,111,95,99,96,100,89,110
NCI-H23,55,104,97,94,97,98,96,103
NCI-H522,74,91,84,96,97,99,71,.
NCI-H460,91,103,101,106,105,104,95,106
COLO 205,122,109,113,96,111,108,111,95

25	O=C(Cn1cc(CSc2nc3ccccc3o2)nn1)Nc1cccc(C(F)(F)F)c1
26	COc1cc2nc(Cl)nc(Nc3cccc(C(=O)/C=C/c4ccc(Cl)cc4)c3)c2cc1OC
27	CCOC(=O)c1nn(C2CCCCO2)c2ccc(NC(=O)CSc3nc4ccccc4[nH]3)cc12 (stereo unspecified)
28	C/C(=N\Nc1c2ccccc2nc2ccccc12)c1ccc(O)cc1
29	Nc1nc(-c2ccccc2)c(CC(=O)O)s1
30	COc1ccc2c(c1)CC(O)CC1C(=O)NN=CN21 (stereo unspecified)
31	O=C(NC1CCN(Cc2ccccc2)CC1)c1cc2nc(-c3ccc(Cl)s3)cc(C(F)(F)F)n2n1
32	NC(=O)NC(=O)CNc1nnc(-c2ccccc2)s1
Assay by compound,25,26,27,28,29,30,31,32
NCI-H322M,99,83,93,93,114,98,113,97
NCI-H226,96,88,100,87,112,95,.,95
HCT-116,100,-0.9*,86,98,98,93,28,109
NCI/ADR-RES,107,66,93,86,102,109,94,115
HCT-15,98,2.9*,65,81,110,103,95,110
NCI-H23,99,81,107,81,109,105,91,110
NCI-H522,86,78,90,73,101,61,-32*,97
NCI-H460,105,91,100,88,110,109,27,106
COLO 205,117,87,141,105,97,97,-49*,108

# Single records (already shown). Order of values: NCI-H322M	NCI-H226	HCT-116	NCI/ADR-RES	HCT-15	NCI-H23	NCI-H522	NCI-H460	COLO 205
# C/C(=N\Nc1c2ccccc2nc2ccccc12)c1ccc(O)cc1 as listed: 93	87	98	86	81	81	73	88	105
# COc1ccc2c(c1)CC(O)CC1C(=O)NN=CN21 (stereo unspecified) as listed: 98	95	93	109	103	105	61	109	97

# Further records follow.
33	CN1C[C@@H](c2cccc(Cl)c2)[C@]2(NC(=S)N(C3CC3)C2=O)[C@@]12C(=O)NC1C=CC(Cl)=C[C@H]12 (stereo partly specified)
34	Cc1nc(N)sc1-c1csc(Nc2ccc(C(F)(F)F)cc2)n1
35	CC(C)(C)C(=O)O[C@@H]1[C@H](OC(=O)C(C)(C)C)[C@@H](CO)O[C@H]1n1c(=O)cc(N)[nH]c1=O
36	COc1ccc(/C=C/C(=O)c2ccc(NC(=O)CSc3nnc(-c4ccc(-c5nc6ccccc6[nH]5)cc4)o3)cc2)cc1
37	CCOC(=O)C1=C(N)N(c2ccc(C)cc2)C2=C(C(=O)CC(C)(C)C2)C1c1ccc(Cl)cc1 (stereo unspecified)
38	O=C(O)c1cn(C2CC2)c2cc(N3CCN(Cc4nc5c(cnn5-c5ccc([N+](=O)[O-])cc5)c(=O)[nH]4)CC3)c(F)cc2c1=O
39	O=c1/c(=C/C=C/c2ccccc2)sc2nc3ccccc3n12
40	CCc1oc2ccccc2c1C(=O)c1ccc(O)cc1
Assay by compound,33,34,35,36,37,38,39,40
NCI-H322M,89,61,101,106,99,99,100,81
NCI-H226,88,37,85,87,101,95,118,98
HCT-116,69,21,107,103,86,100,108,105
NCI/ADR-RES,93,27,97,106,94,106,103,98
HCT-15,82,7.0*,104,95,65,102,99,95
NCI-H23,99,34,102,77,101,101,.,191
NCI-H522,65,-56*,101,88,85,95,96,88
NCI-H460,98,25,103,115,79,105,106,99
COLO 205,.,20,113,108,77,112,121,133

41	O=c1cc(N/N=C/c2ccccc2)c2ccccc2[nH]1
42	C=C(C)CN(CC(=C)C)C(=N)OC
43	O=Cc1cc([N+](=O)[O-])no1
44	COc1ccc(/C(=N\N=C(N)N)c2ccc(Cl)cc2)cc1OC
45	CCOC(=O)C(C(=O)OCC)=C(C)C
46	O=C(/C=C/c1c[nH]c2ccccc12)c1ccc(O)c(CN2CCOCC2)c1
47	COC1C(=O)OC(=O)C1OC (stereo unspecified)
48	Cc1ccc(OC(=O)c2cccc(Cl)c2)cc1
Assay by compound,41,42,43,44,45,46,47,48
NCI-H322M,103,.,91,80,104,95,93,95
NCI-H226,94,106,103,89,99,97,96,98
HCT-116,93,103,93,35,101,105,101,90
NCI/ADR-RES,104,107,103,99,102,105,97,96
HCT-15,94,110,98,77,101,103,102,94
NCI-H23,87,104,102,87,98,99,97,100
NCI-H522,82,109,91,74,88,97,112,84
NCI-H460,93,116,102,78,105,107,101,110
COLO 205,108,108,116,80,102,111,130,118

49	COC(=O)[C@H](Cc1c[nH]c2ccccc12)NC(=O)[C@H](C)NCc1cccnc1
50	CC1CN(C(=S)S)C(C)CN1 (stereo unspecified)
51	C=CCC1C(=O)NN=C1C (stereo unspecified)
52	Cn1cc(-c2nc(-c3cn(C)c4ncccc34)cs2)c2cc(Cl)ccc21
53	Cc1ccc(Sc2oc(-c3ccccc3)nc2S(=O)(=O)c2ccc(C)cc2)cc1
54	Cc1cc(C)n(-c2nc(Nc3ccccc3)nc(Nc3ccc(S(N)(=O)=O)cc3)n2)n1
55	CCOc1ccccc1/C=N\N=C\c1ccccc1O
56	CC(C)(C)OC(=O)N1CCC[C@]2(C)[C@H]3CC[C@@H]4[C@H]5[C@H]6OC[C@@]5(CCC6(C)C)CC[C@@]4(C)[C@]3(C)CC[C@H]2C1(C)C
Assay by compound,49,50,51,52,53,54,55,56
NCI-H322M,113,97&117,98,87,86,100,94,107
NCI-H226,94,93&103,115,107,82,97,104,103
HCT-116,94,87&111,98,87,88,97,99,110
NCI/ADR-RES,98,94&104,104,78,101,104,100,108
HCT-15,93,106&106,110,75,90,96,100,99
NCI-H23,96,94&107,101,92,96,92,88,99
NCI-H522,86,90&89,79,60,81,82,100,100
NCI-H460,99,108&108,117,105,112,104,107,110
COLO 205,.,116,99,117,108,111,108,118

57	Cc1cnc2ccccn2c1=O
58	O=Nc1ccc(O)c2ccccc12
59	COc1ccc(N=Cc2ccc([N+](=O)[O-])cc2)cc1
60	CCOC(=O)C1=C(C)NC(SCc2nnc(-c3ccc(Cl)cc3)o2)=NC1c1cccc(Cl)c1 (stereo unspecified)
61	CN1CCN(Cc2nnc(CCC(=O)c3nc4ccc([N+](=O)[O-])cc4[nH]3)o2)CC1
62	CCCCCCN(CCCCCC)CC(O)c1ccc(Cl)c2ccccc12 (stereo unspecified)
63	COc1ccc(N=[N+]([O-])c2ccc(OC)cc2)cc1
64	CCn1c(SCC(=O)Nc2ccc(/C(C)=N/O)cc2)nnc1-c1ccccc1
Assay by compound,57,58,59,60,61,62,63,64
NCI-H322M,107,106,119,95,94,93,104,.
NCI-H226,76,101,100,93,102,94,.,97
HCT-116,97,0.2*,96,43,.,71,101,106
NCI/ADR-RES,99,-0.6*,96,79,105,95,100,93
HCT-15,107,24,90,70,106,92,98,106
NCI-H23,94,-9.2*,92,91,91,76,90,94
NCI-H522,79,.,.,25,84,93,85,98
NCI-H460,104,97,94,97,106,95,103,98
COLO 205,107,22,105,70,109,95,104,100

65	O=c1c2ccccc2c(-c2ccccc2)nn1-c1ccc(S(=O)(=O)NC(=S)NCc2ccccc2)cc1
66	O=C1CC(c2ccc3c(c2)OCO3)c2snc(-c3ccc(F)cc3)c2N1 (stereo unspecified)
67	Cc1csc(/N=C(N)/N=C(\N)c2cccc(C#N)c2)n1
68	Cc1cc(-c2nn3c(-c4ccccc4)nnc3s2)c2ccccc2n1
69	CCOC(=O)C1(NC(=O)C2(NC(=O)CN3C(=O)c4ccccc4C3=O)CCCC2)CCCC1
70	O=C(CN1C(=O)NC2NC(=O)NC21)N/N=C/c1ccccc1[N+](=O)[O-] (stereo unspecified)
71	Cc1ccccc1N1C(=O)/C(=C2\SC(=S)N(c3ccccc3C)C2=O)SC1=S
Assay by compound,65,66,67,68,69,70,71
NCI-H322M,95,87,97,92,103,106,97
NCI-H226,86,79,86,67,94,88,92
HCT-116,93,88,50,79,101,107,97
NCI/ADR-RES,104,90,58,87,109,105,99
HCT-15,102,96,39,88,110,103,97
NCI-H23,96,91,84,81,104,106,91
NCI-H522,97,70,80,80,.,96,93
NCI-H460,103,92,65,82,117,108,101
COLO 205,.,99,76,86,116,120,106
